Screens (PubChem)
bIAP activator: increases bovine intestinal alkaline phosphatase activity. purified bovine IAP, CDP-star luminescence, 30 min; hits give high values; fold of DMSO-control signal, blank-subtracted. activation factor at 20 µM. AID 1016. actives 0.17% (n = 200,000);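 active means activation factor of 2 or more at 20 µM, a signal rise over negative controls twice the positive control's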
PPARg SRC-3 ag: promotes SRC-3 coactivator recruitment by human PPARgamma; actives 0.26% (n = 200,000); AID 731; biochemical PPARgamma/SRC-3 coactivator recruitment assay; activation, % at 8 µM; P37231; in the data active means activation above about 23%;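 further: 0% = DMSO and 100% = reference agonist; some compounds past the cut are filed as inactive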
Target sequence (P37231 whole entry, looked up): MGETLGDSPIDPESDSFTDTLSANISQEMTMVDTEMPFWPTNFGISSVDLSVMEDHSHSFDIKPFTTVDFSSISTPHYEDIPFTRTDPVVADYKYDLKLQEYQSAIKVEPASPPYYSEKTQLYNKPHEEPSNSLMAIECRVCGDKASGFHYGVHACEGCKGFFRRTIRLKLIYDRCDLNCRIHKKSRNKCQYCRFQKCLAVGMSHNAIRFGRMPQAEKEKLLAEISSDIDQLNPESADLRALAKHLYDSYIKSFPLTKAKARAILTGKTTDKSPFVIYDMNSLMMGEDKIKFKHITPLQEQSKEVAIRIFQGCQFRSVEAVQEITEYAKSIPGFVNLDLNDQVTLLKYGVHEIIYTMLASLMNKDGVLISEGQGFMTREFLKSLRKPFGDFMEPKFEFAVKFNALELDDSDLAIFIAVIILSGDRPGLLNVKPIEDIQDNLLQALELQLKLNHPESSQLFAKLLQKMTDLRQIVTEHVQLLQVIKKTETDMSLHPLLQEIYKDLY
STAT3 inh: reduces IL-6 driven STAT3 reporter signal | U3A cells, IL-6 STAT3-luciferase reporter, luminescence; host cell line lacks STAT1 | inhibition, % at 5.5 µM | actives 0.89% (n = 190,000);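 active means inhibition above the mean inhibition across all screened compounds plus 3 SD, cut at about 44% in these data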;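 further: 0% = DMSO only wells and 100% = 100 µM nifuroxazide control wells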
SRC2 TRFRET art: flags TR-FRET format artefacts in PPARgamma SRC-2 recruitment agonist screen; TR-FRET artefact counter-screen; hits give high values; TR-FRET ratio at 8 µM; actives 0.4% (n = 200,000); in the data active means TR-FRET ratio above about 2000; further: inactives centre near 1500
ROMK primary: modulates human ROMK potassium channel activity. Tet-inducible ROMK, thallium flux fluorescence; actives lie on both sides. actives 2% (n = 130,000). B-score at 10 µM;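 active means signal ratio slope over the read window, or its plate-corrected B-score, at least 3 SD from the plate mean, either direction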;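 further: B-score of the F/F0 ratio slope over 7 to 12 s after thallium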
Target sequence (P48048 whole entry, looked up): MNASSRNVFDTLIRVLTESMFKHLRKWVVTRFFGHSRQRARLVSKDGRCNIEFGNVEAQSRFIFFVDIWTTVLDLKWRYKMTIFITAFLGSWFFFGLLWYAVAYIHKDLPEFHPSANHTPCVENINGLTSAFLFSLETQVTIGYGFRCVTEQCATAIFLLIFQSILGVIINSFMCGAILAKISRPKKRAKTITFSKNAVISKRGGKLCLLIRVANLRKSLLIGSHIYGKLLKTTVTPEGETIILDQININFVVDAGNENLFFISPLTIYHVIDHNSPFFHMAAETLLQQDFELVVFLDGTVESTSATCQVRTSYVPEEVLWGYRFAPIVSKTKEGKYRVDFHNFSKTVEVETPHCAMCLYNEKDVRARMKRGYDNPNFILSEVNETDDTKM
TNAP act hi DEA: activators of human TNAP at high phosphate acceptor concentration. AID 1136. 200,000 tested, under 10 active. P05186. activation factor at 20 µM. purified TNAP, CDP-star luminescence, 1 M DEA, 30 min; hits give high values; 0 = EDTA background, 1 = DMSO-only activity;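 active means activation factor at least 2 at 20 µM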
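Dosing: 20 µM single point. System: human TNAP. Amount: TNAP 1/800 final. Incubation: 30 min, room temperature. Read-out: TNAP activation factor scaled between EDTA and DMSO control wells. Signal: luminescence from CDP-star hydrolysis. Medium: 1 M DEA, pH 9.8, Mg2+, Zn2+. Control set: EDTA negative control, DMSO positive control.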
STAT1 blocker: inhibitors of IFN-gamma induced STAT1 signaling; NIH 3T3 STAT1-luciferase reporter, luminescence; inhibition, % at 5.5 µM; actives 0.35% (n = 200,000); AID 920;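 active means inhibition above a set limit, the mean inhibition across all tested compounds plus 3 SD, cut at about 34% in these data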;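 further: 0% = IFN-gamma with DMSO and 100% = IFN-gamma with 300 µM nifuroxazide; values of inactives mirror those of a sister screen read the other way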
PPARg SRC-1 ag: agonists of human PPARgamma SRC-1 coactivator recruitment; actives 0.41% (n = 200,000); AID 631; PPARgamma-SRC-1 coactivator recruitment biochemical assay; activation, % at 8 µM; P37231; in the data active means activation above about 19%;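 further: 0% = DMSO and 100% = reference agonist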
STAT3 activator: STAT3 signaling activation; AID 871; U3A cells, IL-6 STAT3-luciferase reporter, luminescence; 100% = signal with IL-6 EC80 alone; actives 0.91% (n = 190,000); activation (% of control), % at 5.6 µM;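 active means activation above the screen-wide mean of compound activation plus 3 SD, cut at about 130% in these data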;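 further: 0% = background luminescence of wells with medium and substrate only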
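Material: STAT3-luciferase reporter U3A cells; Probe or stimulus: IL-6 (33 ng/mL); Incubation: compound pre-incubation 1 h before IL-6, then 6 h stimulation at 37 °C; Technique: luminescence from STAT3-driven luciferase reporter; Evaluation: % activation versus median of IL-6-stimulated wells; Controls: IL-6-only high control.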
PPARg SRC2 recr: PPARgamma-driven SRC-2 recruitment agonism; AID 1032; actives 0.34% (n = 200,000); activation, % at 8 µM; PPARgamma LBD-SRC-2 recruitment, biochemical; P37231; in the data active means activation above about 22%;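 further: 0% = vehicle and 100% = reference agonist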
bIAP inh: blocks bovine intestinal alkaline phosphatase activity. AID 1019. 190,000 tested, under 10 active. purified bovine IAP, CDP-star luminescence, 30 min. inhibition, % at 20 µM;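 active means over 50% inhibition of intestinal alkaline phosphatase at 20 µM in the single-dose screen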
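System: purified bovine intestinal alkaline phosphatase (IAP) enzyme; Input: IAP diluted 1/65,000,000 in the well; Measured by: CDP-star luminescence signal; Compound dosing: 20 µM single dose; Incubation: 30 min reaction at room temperature.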
Starred values were filed as active, the others as inactive; · = not tested or not shown. Random draw from the library, and some 3.7% of all compounds hit somewhere here.

nr	Compound	bIAP activator	PPARg SRC-3 ag	STAT3 inh	SRC2 TRFRET art	ROMK primary	TNAP act hi DEA	STAT1 blocker	PPARg SRC-1 ag	STAT3 activator	PPARg SRC2 recr	bIAP inh
1	COCCCn1c(SCC(=O)N2CCCCC2C)nnc1-c1ccco1 (centres undefined)	1	-3	2	1535	·	1	1	0	103	5	3
2	O=C(CN1C(=O)C(=O)N(Cc2ccco2)C1=O)NC1CCCCC1	1.1	1	-2	1626	-0.59	1	-3	-4	108	3	-10
3	Cc1cccc(C)c1OCc1nnc(SCC(=O)Nc2ccccc2F)o1	1	9	7	1661	·	1	-6	-5	98	5	-2
4	O=c1c2ccccc2nnn1CSc1nnnn1-c1ccc(O)cc1	1	2	2	1862	0.86	0.9	0	2	104	3	0
5	O=C(Nc1ccc(F)cc1F)NC1CCN(S(=O)(=O)c2ccc(F)cc2)CC1	1.1	-1	5	1453	-0.27	1	5	-9	98	-7	-5
6	COc1ccc(Cc2nc(-c3ccncc3)no2)cc1	0.9	7	3	1584	-0.066	1	-20	-6	104	-2	10
7	Cc1cccc(-n2c(C)cc(/C=C3\C(=N)N4N=C(CC(C)C)SC4=NC3=O)c2C)c1	0.6	5	-10	1553	0.32	1	2	-2	106	-9	40
8	CCOC(=O)NC(=O)/C(N=Nc1ccc(C(F)(F)F)cc1)=C(\C)O	1.4	9	-2	1533	0.0058	1	-12	6	110	3	-36
9	COc1cc(CNC2CCCCC2)c(Br)cc1OC1CCCC1	1.2	0	-2	1399	·	1	5	-6	102	0	-19
10	O=C(N/N=C/c1ccc(Br)cc1)c1ccc(Br)o1	0.9	-1	-2	1557	0.055	1	-67	3	104	5	5
11	CCOc1ccccc1Cn1c(=O)sc2ccccc21	0.9	4	9	1611	0.29	1	6	1	96	1	7
12	O=C(NC(=S)Nc1ccc2c(c1)C(=O)c1ccccc1C2=O)c1ccc(F)cc1	0.9	-1	24	1606	1.2	1	-19	3	82	3	6
13	c1ccc2c(c1)OCC(c1nnc3sc(-c4cnccn4)nn13)O2 (centres undefined)	1	10	-2	1601	·	1	-5	-3	105	13	2
14	O=C(CSCCO)Nc1ccc([N+](=O)[O-])cc1	1	3	-1	1481	1.1	1.1	8	7	108	0	-2
15	CN(C[C@H](CC1CCCCC1)N(C[C@H](Cc1ccccc1)N(CCc1ccccc1)N=O)N=O)N=O	0.9	3	·	1420	·	1.1	-4	8	·	5	9

An excerpt from above with just STAT3 inh, bIAP activator and PPARg SRC2 recr.
| # | mol | STAT3 inh | bIAP activator | PPARg SRC2 recr |
| --- | --- | --- | --- | --- |
| 9 | COc1cc(CNC2CCCCC2)c(Br)cc1OC1CCCC1 | -2 | 1.2 | 0 |
| 10 | O=C(N/N=C/c1ccc(Br)cc1)c1ccc(Br)o1 | -2 | 0.9 | 5 |

New compounds follow
nr	Compound	bIAP activator	PPARg SRC-3 ag	STAT3 inh	SRC2 TRFRET art	ROMK primary	TNAP act hi DEA	STAT1 blocker	PPARg SRC-1 ag	STAT3 activator	PPARg SRC2 recr	bIAP inh
16	CN(CCC#N)CC(=O)Nc1ccc(S(N)(=O)=O)cc1	1	1	-2	1569	0.011	1	4	7	106	-7	4
17	CC1Oc2ccccc2N(CC(=O)N(Cc2ccccc2)Cc2ccccn2)C1=O (centres undefined)	0.9	3	7	1495	·	1	3	3	97	5	5
18	Cc1ccc(S(=O)(=O)N(Cc2ccc(Cl)cc2)c2ccccc2C(=O)NCc2cccnc2)cc1	0.8	-1	-5	1475	·	1	-2	5	103	-7	15
19	Cc1ccc(S/C(=N\S(=O)(=O)c2ccc(Cl)cc2)c2ccccc2)cc1	1.1	-3	2	1601	·	1	1	4	101	13	-6
20	CSc1nc2ccc(S(=O)(=O)N(C)C)cc2s1	0.9	-3	5	1460	0.0025	1	1	7	101	6	14
21	Cc1ccc2[nH]c(=O)c3cc(C(=O)NCC4CCCO4)sc3c2c1 (centres undefined)	1.1	1	40	1463	-1.1	1	-18	5	72	4	-8
22	O=C(Nc1cc(F)ccc1F)C1CCCO1 (centres undefined)	0.9	6	9	1655	0.53	1	6	4	97	5	7
23	CCN(c1ccccc1)S(=O)(=O)c1ccc(C(=O)Oc2ccc(C(C)=O)cc2)cc1	1	2	-7	1660	1.4	1	5	1	104	0	4
24	COC(=O)CCCC(=O)N1CCCC(C(=O)c2ccc(OC)cc2C)C1 (centres undefined)	1	5	9	1660	0.12	1.1	3	-2	94	7	2
25	Cc1cccc(-c2nnc(-c3cccc(NC(=O)Cc4cccs4)c3)o2)c1	1	7	22	1533	-0.4	1.1	-3	5	86	0	4
26	O=C(O)CC1Oc2ccc(Cl)cc2NC1=O (centres undefined)	0.9	-1	-8	1589	·	1	-1	6	107	5	6
27	CCc1ccccc1NC(=O)COc1cccc2ccc(C)nc12	0.9	0	11	1636	-0.075	1	-6	4	98	-2	8
28	CCOc1ccccc1C(=O)Nc1nnc(COC)s1	1.4	-7	10	1497	·	1	-3	0	93	2	-38
29	CC(=O)NC(CC(=O)N(C)Cc1cccc(Cl)c1Cl)c1ccccc1 (centres undefined)	1	0	-6	1518	-2	1	-6	2	107	-6	2
30	Cc1ccc(Nc2cc(=O)[nH]c(=O)[nH]2)cc1Cl	1	-5	6	1465	1.2	1.1	-13	0	96	-5	4
31	CCOC(=O)N1CCN(C(=O)C(C)n2nc(C)n3c(cc4sccc43)c2=O)CC1 (centres undefined)	1	0	7	1466	·	1	4	-2	99	-6	-1
32	CCOc1cc(C(=O)NCCOC)ccc1OC	0.9	7	-5	1446	0.094	1	5	-6	108	-4	7
33	CCCn1c(SCC(=O)Nc2ccc3c(c2)CCC3)n[nH]c1=O	0.7	-2	-2	1450	0.46	1	-6	0	109	0	30
34	CCOC(=O)C(NC(C)=O)(Nc1ccc(F)cc1)C(F)(F)F (centres undefined)	1	-5	2	1313	0.59	1	-3	-2	100	-5	-1
35	N#CC1=C(N)Oc2cc(N)ccc2C1C1CC=CCC1 (centres undefined)	0.8	10	26	1597	0.77	1	-4	-1	79	5	23
36	COc1cc(/C=N/NC(=O)COc2c(C)cc([N+](=O)[O-])cc2C)ccc1OC(=O)c1ccccc1Br	0.9	1	-2	1578	-1.3	1	-5	2	102	5	12
37	O=C1C2CCCCN2C(=O)N1CCN1CCN(c2ccc([N+](=O)[O-])cc2)CC1 (centres undefined)	0.8	-3	16	1513	-2.8*	0.9	3	1	91	6	21
38	CC(C)C(=O)N1CCN(c2ccccc2NC(=O)c2cc([N+](=O)[O-])ccc2N2CCOCC2)CC1	1	-2	0	1494	3.3	1	2	6	106	0	2
39	O=C(CN1CCc2ccccc2C1)c1cccs1	0.9	-6	-25	1654	·	1	-9	-2	126	8	5
40	COc1ccc(C2C3=C(Nc4ncnn42)c2ccccc2CC3)cc1OC (centres undefined)	1	-7	-1	1477	·	1.1	-3	1	106	2	-2
41	COc1cccc(NC(=O)CCNC(=O)Cn2ccc3ccccc3c2=O)c1	1	1	-4	1373	-1.2	1	0	2	105	1	3
42	O=C(COc1ccc(Cl)cc1)NCc1nnc(SCC(=O)NCC2CCCO2)o1 (centres undefined)	0.9	4	-5	1534	1.1	1	-10	-5	116	4	6
43	CC(=O)Nc1ccc2nc(-c3ccccn3)[nH]c2c1	1.8	-6	1	1581	·	1	-26	-6	108	3	-76
44	N#Cc1cc2c(nc1SCc1nc3ccccc3[nH]1)CCC2	1.2	16	15	1614	·	1	-30	5	92	18	-19
45	CCNc1nc(OC)nc(N2CCC(Cc3ccccc3)CC2)n1	0.9	6	0	1808	·	1	6	4	99	8	5
46	O=c1cc(CN2CCC3(CC2)OCCO3)c2c(ccc3ccccc32)o1	1.1	5	0	1536	-0.68	1	3	9	103	-1	-10
47	CSc1ccccc1C(=O)Nc1cc(C)ccc1C	1	-2	3	1506	·	1	4	-7	97	-1	0
48	O=C(O)CNC1=NCCCCC1	1.1	0	12	1648	·	1.1	0	10	92	8	-8
49	C/C(=N\NC(=O)CSc1ncccn1)c1ccc2c(c1)OCCO2	1.1	1	-3	1489	-0.59	1.1	-4	-6	104	2	-14
50	Cc1nn(C)cc1NC(=O)CC12CC3CC(CC(C3)C1)C2	0.9	6	0	1610	-0.68	1.1	-3	0	101	5	9
51	COc1ccc(C(c2nnnn2Cc2cccs2)N2CCN(c3ccc(F)cc3)CC2)cc1OC (centres undefined)	1.1	2	-7	1616	-1.3	1.1	3	-2	109	-10	-14

Structures listed so far containing fluorine (seven):
nr	Compound	bIAP activator	PPARg SRC-3 ag	STAT3 inh	SRC2 TRFRET art	ROMK primary	TNAP act hi DEA	STAT1 blocker	PPARg SRC-1 ag	STAT3 activator	PPARg SRC2 recr	bIAP inh
3	Cc1cccc(C)c1OCc1nnc(SCC(=O)Nc2ccccc2F)o1	1	9	7	1661	·	1	-6	-5	98	5	-2
5	O=C(Nc1ccc(F)cc1F)NC1CCN(S(=O)(=O)c2ccc(F)cc2)CC1	1.1	-1	5	1453	-0.27	1	5	-9	98	-7	-5
8	CCOC(=O)NC(=O)/C(N=Nc1ccc(C(F)(F)F)cc1)=C(\C)O	1.4	9	-2	1533	0.0058	1	-12	6	110	3	-36
12	O=C(NC(=S)Nc1ccc2c(c1)C(=O)c1ccccc1C2=O)c1ccc(F)cc1	0.9	-1	24	1606	1.2	1	-19	3	82	3	6
22	O=C(Nc1cc(F)ccc1F)C1CCCO1 (centres undefined)	0.9	6	9	1655	0.53	1	6	4	97	5	7
34	CCOC(=O)C(NC(C)=O)(Nc1ccc(F)cc1)C(F)(F)F (centres undefined)	1	-5	2	1313	0.59	1	-3	-2	100	-5	-1
51	COc1ccc(C(c2nnnn2Cc2cccs2)N2CCN(c3ccc(F)cc3)CC2)cc1OC (centres undefined)	1.1	2	-7	1616	-1.3	1.1	3	-2	109	-10	-14
